Compound activity from PubChem.
Cneo AK release: Cryptococcus neoformans lysis via adenylate kinase release. C. neoformans lysis, adenylate kinase release luminescence, 4 h; normalised: neutral wells 0, clomiphene wells 100. 360,000 tested, 0.2% active. lysis activity, % at 15 µM;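 active means mean lysis activity across replicates of at least 80%, whatever share of replicates individually reach that level; inactive means mean lysis activity below 80%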
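Test system: log-phase Cryptococcus neoformans yeast cells. Input: 5 × 10^6 yeast cells/mL. Medium: fresh YPD growth medium. Doses: single dose. Incubation: static 4 h at 37 °C with compound, 1 h detection. Measured by: luminescent adenylate kinase detection reagent. Read-out: signal increase indicating cell lysis. Benchmarks: Clomiphene.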
GSIS activator: primary screen for activators of insulin secretion dependent on glucose, INS-1E cells, GLuc reporter luminescence | INS-1E GLuc reporter insulin secretion, 2-3 h | activation, % at 16.6 µM | 370,000 tested, 0.61% active | AID 743287;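 active means lowest replicate activation of at least 40%, so every replicate reaches that level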;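 further: 0% = median of neutral control wells and 100% = median of IBMX positive control wells; some compounds called inactive have numbers as strong as hits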
C2C12 statin: protects C2C12 myotubes from simvastatin toxicity. 330,000 tested, 0.78% active. ATP luminescence, 48 h; scaled: DMSO 0, geranylgeraniol control 100. rescue of ATP level, % at 7.49 µM. AID 602340;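 active means mean ATP rescue above about 67%, or every replicate alone reaching that limit, limit read from the data, passing the limit was not always enough; inconclusive means no clear call, values can overlap the other calls; inactive means mean under the limit and some replicate under it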;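 further: myotubes were challenged with 10 µM simvastatin during compound exposure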
PAX8 inh HTS: PAX8 transcriptional activity inhibition; AID 652154; 360,000 tested, 1.2% active; inhibition, % at 12.6 µM; RMG-I TPO-luciferase reporter, SteadyGlo, 24 h;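 active means mean replicate inhibition at least 60% with every replicate also reaching 60%; inconclusive means only one of the two criteria is met; inactive means mean below 60% and not all replicates reaching 60%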;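 further: luciferase light reporting Pax8 driven TPO promoter activity; plate controls were median of neutral control wells for no effect and mitoxantrone controls for full effect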
ARNT TACC3 PPI: disruptors of human ARNT/TACC3 interaction | Q9Y6A5 | AlphaScreen His-ARNT PAS-B/GST-TACC3 binding, luminescence; TACC3 fragment carries E629A point mutation | inhibition, % at 9.99 µM | 390,000 tested, 0.66% active | AID 623870;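 active means mean inhibition of replicates at least 50% and at least half of replicates each reaching 50%; inconclusive means half or more replicates reach 50% but mean below 50%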;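 further: 0% = complete ARNT plus TACC3 wells and 100% = ARNT alone without TACC3; many hits fall short of the cut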
PglD DTNB: blocks C. jejuni PglD acetyltransferase activity; purified PglD enzyme, DTNB colorimetric CoA detection; inhibition, % at 12.5 µM; AID 602405; 360,000 tested, 0.098% active; in the data active means inhibition above about 16%, passing the limit was not always enough; inconclusive means no clear call, values can overlap the other calls; further: strong numbers were not always called active
LGR2 antag: Drosophila LGR2 receptor signaling inhibition | 380,000 tested, 0.35% active | HEK293 LGR2, CRE-luciferase, bursicon-stimulated, 4 h | inhibition, % at 9.99 µM | AID 720647;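 active means drop in luminescence signal, shown as inhibition above about 50% in the replicate tests, limit read from the data, passing the limit was not always enough; inconclusive means probably only some replicates passing the limit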;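 further: agonist challenge used bursicon conditioned medium at about half maximal strength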
PGC1a acetyl inh: lowers PGC1a acetylation signal in U2OS cells; AID 651687; inhibition, % at 15.6 µM; AlphaScreen anti-acetyl-lysine; with virally co-expressed GCN5 acetyltransferase; 350,000 tested, 0.17% active;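 active means every replicate shows inhibition of at least 40%; inconclusive means mean inhibition at least 40% but some replicate below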;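 further: 0% = neutral control wells and 100% = positive control wells; some results beyond the cut were filed as inactive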
Starred values were filed as active, the others as inactive; ? = inconclusive; / = not tested or not shown; & = joins results of further samples. Rows were taken by chance; about 2.9% have a hit in one of these screens.

SMILES	Cneo AK release	GSIS activator	C2C12 statin	PAX8 inh HTS	ARNT TACC3 PPI	PglD DTNB	LGR2 antag	PGC1a acetyl inh
CCOC(=O)c1sc(N)c(C#N)c1CSc1nnc(C2CC2)n1N	14.3	/	-2.2	/	-8.6	1.5	/	/
CC1CCN(Cc2nnnn2CCCC(=O)NCCc2cnn(C)c2)CC1	-0.8	7.1	-4.9	10.8	3.1	2.9	10.7	-3.6
C[C@H](CO)N1C[C@H](C)[C@@H](CN(C)C(=O)Nc2ccc(F)cc2)Oc2c(NC(=O)c3ccc(-c4nccs4)cc3)cccc2C1=O	4.3	9.8	-26.8	-21.5	4.4	1.6	6.9	6.7
Cc1[nH]c2ccccc2c1CN1CCN(c2ccccn2)CC1	-1.9	-29.3	/	42.1	5.7	2.5	-11.6	-0.6
O=[N+]([O-])c1ccc(Nc2ccc(N3CCOCC3)cc2)c([N+](=O)[O-])c1	/	-5.3	1.5	90.3*	-7.2	/	9.1	7.2
COc1ccccc1NC(=O)N(C)C[C@H]1Oc2ncc(Br)cc2C(=O)N([C@H](C)CO)C[C@H]1C	-1.4&-1.4	8.0&7.3	6.0&11.1	-3.6	-13.7	0.8&1.8	-8.4	3.6&10.6
O=C(NNC1=C(C(=O)C(F)(F)F)CCC1)c1ccccc1Cl	0.1	/	?	/	0.8	-3.1	/	/
CCOC(=O)C1CCN(C(=O)CCCOc2ccccc2)CC1	2.5	0.7	12.0	/	-28.1	2.1	-22.8	-23.0
O=C(NCc1ccccn1)c1ccc(N2CCCC2)c([N+](=O)[O-])c1	-0.1	7.8	9.6	-10.0	/	-0.8	-24.3	-3.6
CCC(=O)N1CC[C@H]2[C@H](CO)Nc3ccc(-c4ccc(OC)cc4)cc3[C@H]21	5.7	27.8	4.5	20.5	-1.3	0.2	-2.7	11.3
CC12CCC(=O)N1C(C(=O)Nc1ccc(F)cc1)CS2 (configuration not stated)	0.7	-0.8	0.0	-1.2	-5.7	0.2	-5.6	5.6
O=C1CSC(c2ccccc2F)N1CCN1CCCCC1 (configuration not stated)	2.8	/	-3.4	-42.5	1.5	/	/	1.5
O=C(NCCN1CCCCC1)Nc1ccc(Cl)cc1	2.5	8.9	1.7	-2.9	-4.6	-7.2	6.5	5.4
C[C@@H]1CN([C@H](C)CO)S(=O)(=O)c2ccc(C#Cc3ccncc3)cc2O[C@@H]1CN(C)C	-4.1	12.4	5.3	/	-2.7	-1.2	-11.8	-7.9
CC(=O)Nc1ccc2c(c1)C(=O)N(C)[C@@H]1CC[C@H](CC(=O)NC3CCCCC3)O[C@@H]1CO2	-5.5	10.7	8.0	-10.0	-31.5	1.6	12.9	3.4
C[C@H](CO)N1C[C@H](C)[C@H](CN(C)C(=O)Nc2ccc3c(c2)OCO3)Oc2c(NC(=O)C3CCOCC3)cccc2C1=O	12.5	6.3	-4.0	-13.1	2.0	-1.3	-6.7	5.2
O=C1Nc2ccc(S(=O)(=O)N3CCCC3)c3cccc1c23	/	/	5.0	/	-4.7	/	0.2	4.1
CC(C)NC(=O)N(C)C[C@H]1Oc2ccc(NC(=O)Cc3cn(C)c4ccccc34)cc2C(=O)N([C@H](C)CO)C[C@@H]1C	-0.8	4.7	4.4	17.9	-34.0	0.6	17.3	-0.6
O=c1c2cn[nH]c2[nH]c(=S)n1-c1ccccc1	0.6	/	28.5	5.8	-3.9	-0.4	/	-7.2
Nc1ccccc1/C=C/c1ccccc1N	0.5	17.6	-1.9	-195.4	2.6	-1.8	-55.5	5.9
Cc1ccc(NC(=O)C2CCCN2C(=O)OC(C)(C)C)cc1C (configuration not stated)	/	5.9	/	10.1	-12.4	/	-38.5	/
COc1ccc(OC)c(S(=O)(=O)N2CCC(C(=O)NC(C)c3ccccc3)CC2)c1 (configuration not stated)	1.9	/	0.5	6.7	-4.3	0.2	/	4.0
O=C(OCc1cn([C@H]2CN(CC3CCCCC3)[C@@H](c3ccccc3)C[C@@H]2O)nn1)c1ccccc1	-0.2	-1.8	2.6	8.3	/	3.9	-8.5	/
O=C(Nc1ccc(F)cc1)Nc1cccc(Br)c1	2.6	-11.4	-16.4	-43.8	/	3.7	-1.1	-3.3
C[C@H]1CN([C@@H](C)CO)C(=O)c2cccc(NS(C)(=O)=O)c2O[C@@H]1CN(C)S(=O)(=O)c1ccccc1	53.7	0.3	/	/	-2.4	12.2	12.2	/
SMILES	Cneo AK release	GSIS activator	C2C12 statin	PAX8 inh HTS	ARNT TACC3 PPI	PglD DTNB	LGR2 antag	PGC1a acetyl inh
C=CCNc1oc(-c2ccco2)nc1S(=O)(=O)c1ccccc1	-1.0	28.5	2.2	-4.9	5.6	5.3	2.6	/
COc1cccc(-c2nc3c(c(=O)[nH]c(=O)n3Cc3ccccc3)n2CCO)c1OC(F)F	4.4	2.4	13.4	6.0	-1.3	4.2	5.2	12.9
O=C(COc1ccccc1)Nc1c(Cl)ccc2nsnc12	7.4	-3.3	-1.0	1.6	7.4	-3.9	0.7	/
CC(C)(C)OC(=O)CC[C@@]12N=C(c3ccc(OCCCO)cc3)O[C@@H]1c1ccccc1CN(Cc1ccccc1)C2=O	-14.8	/	/	?	15.9	0.5	/	-18.5
C[C@H]1CN([C@@H](C)CO)S(=O)(=O)c2ccc(-c3ccncc3)cc2O[C@H]1CN(C)C(=O)CC1CC1	-1.3	29.6	4.6	/	-8.9	4.9	-0.2	-1.3
COC(=O)N1CCCCC1c1cc(C(=O)N2CCOCC2)no1 (configuration not stated)	-0.4	12.6	2.3	1.8	/	-3.4	10.3	2.1
CCOC(=O)COc1nc(Nc2ccccc2C)nc(N(C)C)n1	2.2	/	-34.3	/	/	-3.8	-10.5	-12.5
Cc1cc(N)n(-c2ccccc2)n1	3.0	/	7.2	/	2.7	1.3	/	5.2
C=CCn1c(C)cc(C(=O)CSc2nnc(C3CC3)n2C2CC2)c1C	-3.8	0.3	3.5	-35.9	5.0	-2.1	-9.6	10.5
COc1ccccc1NC(=O)N1[C@@H](C#N)[C@H](c2ccccc2)[C@@H]1CO	50.7	4.1	6.0	-15.5	0.7	-2.9	1.8	5.3
CC(C)(C)n1nc2c(c1NC(=O)Cc1cccc3ccccc13)CS(=O)(=O)C2	-1.5	12.9	/	-8.6	0.4	0.8	1.8	-3.9
CCCc1cc(=O)[nH]c(SCC(=O)Nc2ccc(Br)cc2Br)n1	/	-11.8	/	-0.7	-9.1	/	-16.1	8.0
COCCN(C(=O)CSc1nnc(-c2ccc(C)cc2)n1N)c1c(N)n(Cc2ccccc2)c(=O)[nH]c1=O	8.8	19.3	4.2	3.4	7.2	-6.2	4.3	/
O/N=C/c1ccc(-c2ccccc2OC(F)(F)F)o1	/	-8.5	/	-6.0	-4.4	/	-12.8	/
COc1cc(CNC(=O)C2CC(O)CN2C(=O)Nc2ccccc2)cc(OC)c1OC (configuration not stated)	-0.3	/	2.2	3.2	/	-0.1	/	3.5
C[C@@H]1CN([C@@H](C)CO)S(=O)(=O)c2ccc(/C=C/c3ccccc3)cc2O[C@H]1CN(C)Cc1cccnc1	/	-8.7	/	68.6*	/	/	31.6	-14.0
Cc1cc(-c2c(C)[nH]n(-c3ccc(Cl)cc3)c2=O)n(-c2ccccc2)n1	5.2	/	4.0	-1.9	-4.4	-6.8	/	?
CCOc1ccc(CC(=O)Nc2c(C(N)=O)oc3ccc(Br)cc23)cc1OCC	-1.0	19.8	8.8	-0.9	-3.5	-0.4	-15.1	-14.8
Cc1ccc(C(=O)OCC(=O)NC(=O)Cc2ccccc2)c(O)c1	1.0	-4.3	-0.7	4.2	-3.4	2.9	-2.8	/
C/C=C/c1ccc2c(c1)O[C@H](CN(C)C(=O)NC1CCCC1)[C@@H](C)CN([C@H](C)CO)S2(=O)=O	-4.9	-19.4	-15.2	-3.2	2.2	-0.5	-2.3	5.0
COC(=O)c1cc(-n2cccc2)ccc1N1CCOCC1	/	2.0	-12.8	-0.3	1.3	/	-1.7	4.4
CCOc1ccc(CC(=O)Nc2nccs2)cc1	/	2.8	/	0.3	-1.2	/	-3.3	-47.2
CCN(Cc1ccccc1)C(c1ccccn1)c1nnnn1C(C)(C)CC (configuration not stated)	-0.5	/	-10.1	/	3.2	6.2	/	-16.3
N#C[C@@H]1[C@H](c2ccc(C#Cc3ccc(F)cc3)cc2)[C@@H](CO)N1C(=O)C1CCCC1	0.9	19.9	8.3	18.1	-7.9	2.7	?	-27.4
COc1ccc(NC(=O)N(C)C[C@H]2OCCCC[C@@H](C)Oc3ccc(NC(=O)CCCN(C)C)cc3C(=O)N([C@H](C)CO)C[C@@H]2C)cc1	44.0	-0.3	/	-8.7	-15.2	-1.9	33.6	17.5
SMILES	Cneo AK release	GSIS activator	C2C12 statin	PAX8 inh HTS	ARNT TACC3 PPI	PglD DTNB	LGR2 antag	PGC1a acetyl inh
Cc1ccccc1-n1ncc2c1CC(C)(C)CC2NC(=O)c1cn[nH]c1C (configuration not stated)	2.2	23.1	0.2	-8.1	-3.6	1.1	-20.8	18.7
CC1=C(C(=O)OC(C)C)C(/C=C/c2ccccc2)NC(=O)N1 (configuration not stated)	-1.3	/	/	/	1.1	-3.5	/	5.6
COc1ccc(Nc2nccc(-c3ccc([N+](=O)[O-])cc3)n2)cc1	-2.1	-10.5	2.9	-15.2	-3.8	-3.3	-14.7	-0.3
C[C@H](CO)N1C[C@H](C)[C@@H](CN(C)C(=O)Nc2ccc(N3CCN(C)CC3)cc2)OCc2cnnn2CCCC1=O	5.0&-2.2	-6.1&-3.1	-3.3&-5.7&-7.7	0.3&8.4&-3.6	6.3	2.5&-2.6	4.6&-3.1	-6.9&2.7&-7.5
CC(C)(C)NC(=O)COC(=O)c1ccc(S(=O)(=O)N2CCCC2)cc1	/	-0.6	/	-11.6	3.0	/	18.4	-1.1
CCOc1ccc(C(=O)CCC(=O)N2CCN(S(=O)(=O)c3cccc(F)c3)CC2)cc1	0.0	-20.0	3.3	10.5	5.5	0.8	5.1	/
COc1ccc(S(=O)(=O)N(C)C[C@@H]2OCCCC[C@@H](C)Oc3ccc(NS(=O)(=O)c4cccs4)cc3C(=O)N([C@H](C)CO)C[C@H]2C)cc1	3.0	-7.4	/	28.8	-4.0	-0.4	2.8	-0.7
COc1ccc(CNC(=O)c2noc(C)c2[N+](=O)[O-])cc1	/	2.4	/	-5.9	-1.1	/	12.7	/
Cc1ccc(S(=O)(=O)Oc2ccccc2N2C(=O)C3CC=CCC3C2=O)cc1 (configuration not stated)	-1.5	/	-9.3	/	-7.9	1.2	/	5.3
COc1ccc(/C=C/C(=O)Nc2cc(S(=O)(=O)N3CCOCC3)ccc2OC)cc1	-0.8	-5.9	-4.1	7.8	2.6	1.6	3.2	5.4
NC(=O)C1(N2CCCCC2)CCN(C(=S)Nc2cccc(Cl)c2)CC1	1.7	-24.7	/	4.2	-3.6	3.6	23.6	/
C[C@H]1CN([C@@H](C)CO)C(=O)Cc2cc(NC(=O)CCCCCC(=O)Nc3ccccc3N)ccc2O[C@H]1CN(C)C(=O)Nc1ccc2c(c1)OCO2	5.1	18.4	10.5	-0.7	16.5	-5.1	-6.0	3.0
O=C(Nc1nccs1)c1ccccc1Br	3.0	2.1	-2.5	-7.5	-4.9	4.6	-12.9	-1.4
CSc1nnc2ccc(-c3cccs3)nn12	-2.1	29.0	-6.9	-25.2	3.9	1.9	-30.9	4.7
CC(C)(C)CC(=O)NCCc1csc(-c2ccccc2)n1	/	23.7	/	-21.3	32.0	/	-33.1	12.4
